Screening data: PubChem BioAssay, several laboratories
PERK inh – blocks human PERK kinase. inhibition, % at 5.6 µM. AID 1416. Q9NZJ5. actives 0.17% (n = 220,000). CHO PERK-DD fusion, SEAP luminescence translation reporter;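 active = inhibition above the mean inhibition of all tested compounds plus 3 SD, set separately per screening campaign, cut at about 2.9% in these data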;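 also: PERK kinase domain activated by AP20187 dimerizer at 100 nM; 0% = DMSO with dimerizer and 100% = rapamycin at 8.4 µM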
Calpain2 inh – calpain II (pig) inhibition. purified calpain II, fluorogenic peptide substrate, 30 min. inhibition, % at 16 µM. actives 0.37% (n = 220,000). AID 1236;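 active = inhibition above about 50%, limit read from the data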
FXIa inh – blocks human coagulation factor XIa protease activity | AID 798 | P03951 | inhibition, % at 5 µM | purified FXIa, Boc-Glu-Ala-Arg-AMC fluorogenic substrate | actives 0.14% (n = 220,000);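 active = inhibition of at least 40%; inactive = inhibition below 40%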;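 also: fluorescence of freed AMC excited at 355 nm; 0% = enzyme without compound and 100% = no enzyme blank; many of its hits are not listed in these tables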
FXIIa inh – inhibitors of human coagulation factor XIIa | P00748 | purified FXIIa, Boc-QGR-AMC fluorogenic substrate, 2 h | actives 0.3% (n = 220,000) | inhibition, % at 5 µM | AID 800; in the data active = inhibition above about 40%;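 also: 0% = enzyme with no compound and 100% = blank without enzyme; many of its hits are not listed in these tables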
Furin inh – blocks human furin protease activity; P09958; purified furin, fluorogenic substrate cleavage; inhibition, % at 30 µM; actives 0.061% (n = 220,000); AID 463115; in the data active = inhibition above about 25%; also: inactives centre near -15
hK5 inh – kallikrein 5 (human) inhibition. actives 0.59% (n = 210,000). inhibition, % at 5 µM. AID 873. recombinant hK5, fluorogenic AMC substrate cleavage. Q9Y337;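 active = inhibition of 40% or more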;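 also: 0% = enzyme controls without compound and 100% = no-enzyme blanks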
Cl transport mod – KCC2 (human) Cl- transport modulation; actives 2.2% (n = 190,000); B-score of Tl+ flux slope (higher = more flux/activation; lower = inhibition) at 10 µM; Q9H2X9; KCC2 cells, thallium flux FluoZin-2 fluorescence;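 active = thallium flux slope and its plate-corrected score both differing from the plate sample mean at a set confidence after two filtering rounds, in either direction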;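 also: slope of fluorescence scaled to starting intensity during 10 to 20 s after thallium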
Target sequence (Q9H2X9 whole entry, looked up): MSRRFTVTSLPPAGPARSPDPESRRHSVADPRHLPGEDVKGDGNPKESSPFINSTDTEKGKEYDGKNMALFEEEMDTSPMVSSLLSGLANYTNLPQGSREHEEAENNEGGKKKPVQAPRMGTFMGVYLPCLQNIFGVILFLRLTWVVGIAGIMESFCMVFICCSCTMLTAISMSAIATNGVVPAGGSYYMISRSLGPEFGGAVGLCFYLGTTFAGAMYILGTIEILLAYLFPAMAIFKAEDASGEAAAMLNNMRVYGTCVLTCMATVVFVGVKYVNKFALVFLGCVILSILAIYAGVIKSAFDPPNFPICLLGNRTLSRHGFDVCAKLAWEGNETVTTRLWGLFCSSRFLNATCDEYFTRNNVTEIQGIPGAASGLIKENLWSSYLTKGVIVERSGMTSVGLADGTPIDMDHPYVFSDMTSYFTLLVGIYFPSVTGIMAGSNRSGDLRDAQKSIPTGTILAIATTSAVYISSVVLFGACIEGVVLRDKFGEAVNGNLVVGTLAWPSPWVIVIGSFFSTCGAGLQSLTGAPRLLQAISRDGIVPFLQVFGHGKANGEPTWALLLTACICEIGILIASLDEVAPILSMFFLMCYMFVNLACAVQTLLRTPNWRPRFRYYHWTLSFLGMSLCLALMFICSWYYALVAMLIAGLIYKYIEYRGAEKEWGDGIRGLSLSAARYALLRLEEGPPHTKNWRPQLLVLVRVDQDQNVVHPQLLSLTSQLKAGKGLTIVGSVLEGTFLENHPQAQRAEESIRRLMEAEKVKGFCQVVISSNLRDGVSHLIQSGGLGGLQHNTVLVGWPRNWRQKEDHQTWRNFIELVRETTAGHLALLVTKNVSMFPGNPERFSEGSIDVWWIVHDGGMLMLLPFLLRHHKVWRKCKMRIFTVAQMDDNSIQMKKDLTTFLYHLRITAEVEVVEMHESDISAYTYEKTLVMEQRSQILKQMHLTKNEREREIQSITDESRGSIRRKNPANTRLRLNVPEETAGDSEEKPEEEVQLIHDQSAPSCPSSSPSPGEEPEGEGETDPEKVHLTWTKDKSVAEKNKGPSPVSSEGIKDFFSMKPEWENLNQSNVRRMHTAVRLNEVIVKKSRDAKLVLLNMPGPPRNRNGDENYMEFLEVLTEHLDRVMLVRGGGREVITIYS
Thrombin inh – blocks human thrombin protease activity; inhibition, % at 5 µM; P00734; AID 1046; alpha-thrombin, Boc-VPR-AMC fluorogenic substrate cleavage; actives 0.26% (n = 220,000);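 active = inhibition at or above 40%; inactive = inhibition below 40%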;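 also: 0% = enzyme with no compound and 100% = wells without enzyme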
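Material: human alpha-thrombin protein; Also added: Boc-VPR-AMC substrate, 15 µM final; Timing: enzyme reaction carried out at room temperature; Signal: fluorescence, ex 355 nm, em 460 nm; Measure: % inhibition of thrombin; Controls: enzyme without compound as high, wells lacking enzyme as low.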
Rad51 HR inh – Rad51 (human) homologous recombination inhibition; hRad51 DNA strand exchange, fluorescence dequenching; AID 1385; inhibition, % at 10 µM; actives 0.085% (n = 200,000);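 active = inhibition above 40% at the single screening dose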;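 also: 0% = DMSO control wells and 100% = blanks with heterologous ssDNA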
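Test system – preformed human Rad51 ssDNA filaments · Reagent – Donor/quencher-labelled 47-bp dsDNA substrate · Incubation – 37 °C 15-min filament assembly, 30-min compound preincubation, 15-min exchange · Signal – FRET fluorescence dequenching, excitation 485 nm, emission 520 nm · Read-out – percent inhibition from fluorescence, normalised to plate control and blank means · Benchmarks – plate control and blank wells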
Starred values were filed as active, the others as inactive; . = not tested or not shown; [ ] = another dose, or the depositor's remark.

SMILES | PERK inh | Calpain2 inh | FXIa inh | FXIIa inh | Furin inh | hK5 inh | Cl transport mod | Thrombin inh | Rad51 HR inh
OC(CN1CCOCC1)Cn1c(-c2cccc(Cl)c2)nc2ccccc21 (centres undefined) | -0.3 | -21 | 8 | 7 | -24[20 µM] | -1 | 0.24 | -2 | 0
COc1cccc(S(=O)(=O)N2CCN(C(=O)c3ccco3)CC2)c1 | 0.3 | -22 | -3 | 8 | -12 | 12 | 0.15 | -1 | -12
COc1ccc(C(=O)N[C@H](C(=O)NCC2CCCCC2)C(C)C)cc1 | -1.1 | -6 | 4 | 18 | -11[20 µM] | -4 | -0.49 | 1 | 6
Cc1cnccc1CN(C)Cc1cn(C)nc1-c1cccc(Cl)c1 | -0.7 | 27 | -4 | 4 | -6 | 0 | -1.6 | -12 | 4
Cc1cc(C(=O)O)ccc1-n1c(C)ccc1C | 3.3* | -30 | 7 | 15 | -3[20 µM] | -12 | 0.12 | 4 | .
Cc1csc(NC(=O)c2cccn2C)n1 | 1.2 | -12 | 7 | 16 | 14[20 µM] | -9 | 0.24 | 1 | 10
COc1ccc(C(=O)NCc2nnc(SCC(=O)N3CCOCC3)o2)cc1 | -0.8 | 20 | -4 | 3 | -1 | -3 | -0.63 | -15 | -7
COC(=O)c1nn(-c2ccc(Oc3ccccc3)cc2)c(=O)cc1O | -0.2 | 8 | -3 | 3 | -12 | -2 | 0.058 | -8 | 17
CCOC(=O)C(NC(C)=O)C(=O)O (centres undefined) | 0.0 | -6 | 5 | 3 | -28[20 µM] | 3 | 0.018 | -3 | 6
COc1ccc(/C=N/N2CCN(c3ccccc3OC)CC2)cc1OC | -1.4 | 2 | -11 | 4 | 7[20 µM] | -18 | . | -3 | -5
Cc1nc(-c2ccc3c(c2)OCCCO3)cs1 | -0.8 | 0 | -1 | 13 | -14 | -4 | 0.81 | 4 | 16
Cc1cc(C)n2nc(S(=O)(=O)NCCc3ccccc3)nc2n1 | 1.6 | 11 | 5 | 11 | -35 | 3 | . | -3 | 3
COc1cc(C(=O)NCCc2ccc(S(N)(=O)=O)cc2)cc(OC)c1OC | 0.7 | -12 | -5 | -4 | -19 | -3 | 0.44 | 0 | -9
CC(=O)C(C(C)=O)C1(O)C(=O)c2ccccc2C1=O | 3.0* | -3 | 6 | 14 | -10 | -9 | 2.3 | -5 | -2
COc1ccc(Nc2nc(Cl)nc(NCCO)n2)cc1 | 0.2 | 10 | -2 | 1 | -19 | -16 | 0.6 | -2 | -9

3 entries from above, arranged by molecular weight, rising:
SMILES | PERK inh | Calpain2 inh | FXIa inh | FXIIa inh | Furin inh | hK5 inh | Cl transport mod | Thrombin inh | Rad51 HR inh
Cc1csc(NC(=O)c2cccn2C)n1 | 1.2 | -12 | 7 | 16 | 14[20 µM] | -9 | 0.24 | 1 | 10
Cc1nc(-c2ccc3c(c2)OCCCO3)cs1 | -0.8 | 0 | -1 | 13 | -14 | -4 | 0.81 | 4 | 16
COc1ccc(/C=N/N2CCN(c3ccccc3OC)CC2)cc1OC | -1.4 | 2 | -11 | 4 | 7[20 µM] | -18 | . | -3 | -5

The listing continues.
SMILES | PERK inh | Calpain2 inh | FXIa inh | FXIIa inh | Furin inh | hK5 inh | Cl transport mod | Thrombin inh | Rad51 HR inh
Cc1ccc(C(=O)NCC(=O)NCC(=O)OCC(=O)c2ccc(F)cc2)cc1 | 0.6 | 1 | -1 | 4 | -13 | -6 | -0.47 | -6 | .
Cc1cc(=S)[nH]c2ccccc12 | 0.8 | 11 | -6 | 8 | -19 | 2 | 5.8* | -2 | .
CCC(C)NC(=O)C1(C)CCC(=O)N1CCc1ccc(OC)c(OC)c1 (centres undefined) | -0.1 | 5 | -9 | -6 | -24[20 µM] | -1 | 1.1 | -7 | -4
O/N=C1\CC(O)Cc2nonc21 (centres undefined) | 0.5 | 18 | 0 | 27 | -24 | 30 | 1.1 | 4 | -9
O=C(NCC1CCCO1)C(c1ccc(F)cc1)N(C(=O)Cn1nnc(-c2ccc(F)cc2)n1)c1cccc(O)c1 (centres undefined) | 0.5 | -22 | -4 | 5 | -24 | -3 | 0.39 | -1 | 0
CCOC(=O)c1cc(NC(=O)c2ccoc2C)cc(C(=O)OCC)c1 | -0.9 | 38 | -1 | 15 | -1[20 µM] | 9 | . | -1 | 1
Cc1ccc2cc(C#N)c(N3CCCN(S(=O)(=O)c4ccc(F)cc4)CC3)nc2c1 | -0.7 | -13 | -1 | -2 | 0[20 µM] | -12 | 1.6 | -3 | 2
COc1ccc(NC(=O)C(=O)NNC(=O)c2cccs2)c(OC)c1 | 0.5 | -5 | 5 | 20 | -9[20 µM] | -13 | 11* | 2 | -1
CC(C)(C)c1nc(NCC2CCCO2)c2nnn(Cc3ccccc3)c2n1 (centres undefined) | 1.0 | 5 | 1 | 18 | -14 | 1 | 0.031 | 1 | 2
O=C(O)c1cccc(NC(=O)c2ccc3c(c2)C(=O)N(CC2CCCO2)C3=O)c1 (centres undefined) | 0.3 | -38 | -11 | 13 | -12[20 µM] | -14 | 1.5 | 1 | -1
CCN(CC)c1ccc(NC(=S)Nc2ccc(F)cc2)cc1 | 0.1 | 4 | -5 | 6 | 14 | -6 | 1.7 | -8 | 11
CC1(C)CC(=O)C2=C(C1)N(CC1CCCO1)C(=O)C2(NC(=O)c1cccnc1)C(F)(F)F (centres undefined) | -0.4 | -16 | -5 | 3 | -14 | 2 | . | 1 | 1
COC(=O)c1ccc(NC(=O)c2ccccc2NS(C)(=O)=O)cc1 | 0.9 | 4 | 5 | 7 | -12[20 µM] | -32 | 0.067 | -7 | -6
CC(C)OC(=O)CCC(=O)Nc1nc2ccccc2s1 | 0.6 | -2 | 1 | 10 | -23 | 8 | . | -5 | -5
COc1cc(OC)cc(C(=O)N[C@H](C(=O)Nc2nc(-c3ccc(F)c(F)c3)cs2)C(C)C)c1 | -0.2 | 8 | 3 | 11 | -14 | 3 | 0.14 | -7 | 1
O=C1CCCN2N=C(SCC(=O)Nc3nccs3)SC2=N1 | 0.3 | -34 | -9 | -2 | -17 | -14 | 0.072 | -6 | -19
CNC(=O)c1ccccc1S(=O)c1ccccc1COC(C)=O (centres undefined) | 2.0 | -25 | 4 | 16 | -21 | 4 | 0.071 | 4 | -12
Cc1ccc(CNC(=O)[C@@H]2CCC(=O)N2Cc2ccco2)cc1 | 0.1 | -21 | 10 | 23 | -13[20 µM] | -6 | 0.74 | 3 | -3
O=C(NC1=NCCS1)c1cc2ccccc2o1 | 0.9 | 8 | -5 | -6 | -7 | 0 | . | -5 | 5
COC(=O)c1c(SCc2ccc(C#N)cc2)nc(=O)[nH]c1C | 1.9 | 5 | -5 | 5 | -29 | -6 | 0.15 | 1 | 4
CC(=O)NC(Cc1c[nH]c2ccccc12)C(=O)O (centres undefined) | 1.1 | -15 | 2 | 9 | -25 | -1 | 0.13 | -3 | 2
NNC(=O)CN1C(c2cccc(Cl)c2)=Nc2ccc(Br)cc2C1c1ccccc1 (centres undefined) | -0.2 | -22 | -1 | 12 | -20[20 µM] | 5 | -0.9 | -1 | 1
Cc1cc(NC(=O)/C=C/c2ccc(Br)cc2)no1 | -1.8 | 13 | -7 | -8 | -9 | -3 | -2.3 | -7 | 19
CC1CC(=O)NN1C(=O)c1ccccc1 (centres undefined) | 1.8 | -2 | -5 | 7 | -14 | 1 | -0.016 | -2 | 11
COC(=O)c1c(CSc2ccc(Cl)cc2)noc1C(=O)NCc1ccco1 | 0.8 | 21 | 1 | 6 | -12[20 µM] | 0 | -1 | -6 | 5
O=C(Nc1cccn(Cc2ccc(F)cc2)c1=O)NC1CCCCC1 | 0.8 | -30 | -6 | 6 | -30[20 µM] | 2 | -1.4 | 2 | -7
CCOC(=O)C1CCN(c2cc(=O)n(C3CCCCC3)c(=O)[nH]2)CC1 | 1.6 | -12 | -3 | 8 | -17 | -6 | . | 0 | -4
O=C(N/N=C/c1ccc(Cl)c([N+](=O)[O-])c1)c1cc(-c2ccc3c4c(cccc24)CC3)n[nH]1 | 0.3 | -62 | 6 | 12 | -24 | 6 | -0.11 | 2 | 19
O=C(NC1CCCCCCC1)c1ccc(CNc2c(N3CCOCC3)c(=O)c2=O)cc1 | 1.1 | -4 | -3 | 3 | -23 | -2 | 0.043 | -1 | 4
Cn1cc(CN2CC3C[C@@H]4CC2C[C@H](C3)C4)c(-c2ccc3c(c2)OCCO3)n1 | -0.5 | 14 | -6 | -1 | -10 | -6 | 0.97 | -13 | 5

Single records (already shown). Order of screens: PERK inh	Calpain2 inh	FXIa inh	FXIIa inh	Furin inh	hK5 inh	Cl transport mod	Thrombin inh	Rad51 HR inh
Cc1cc(NC(=O)/C=C/c2ccc(Br)cc2)no1 in the list: -1.8	13	-7	-8	-9	-3	-2.3	-7	19
O=C(NC1=NCCS1)c1cc2ccccc2o1 in the list: 0.9	8	-5	-6	-7	0	.	-5	5
NNC(=O)CN1C(c2cccc(Cl)c2)=Nc2ccc(Br)cc2C1c1ccccc1 (centres undefined) in the list: -0.2	-22	-1	12	-20[20 µM]	5	-0.9	-1	1
CCOC(=O)C1CCN(c2cc(=O)n(C3CCCCC3)c(=O)[nH]2)CC1 in the list: 1.6	-12	-3	8	-17	-6	.	0	-4
Cn1cc(CN2CC3C[C@@H]4CC2C[C@H](C3)C4)c(-c2ccc3c(c2)OCCO3)n1 in the list: -0.5	14	-6	-1	-10	-6	0.97	-13	5

A portion of the library; the hit share may differ from the screen's.
